High-throughput results from PubChem BioAssay.
LDHA block: blocks human lactate dehydrogenase A; purified LDHA, NADH/diaphorase-resazurin fluorescence; stronger effect = lower value; activity change, % (values are at about 110 or 230 µM); actives 0.15% (n = 480,000); AID 1347041; in the data active = activity change below about -30%; inconclusive = mostly about -25% to -30%;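 also: plate controls were DMSO wells for no effect and wells without enzyme for full effect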
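Resorufin fluorescence (ex540/em590), read at 0 and 20 min after diaphorase/resazurin addition, reports the NADH left after a 5 min room-temperature reaction of 2 nM human LDH5 with 0.06 mM NADH and 0.2 mM pyruvate.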
TrxR1 substrate: is turned over as a substrate by rat TrxR1. O89049. purified TrxR1 substrate turnover, NADPH consumption readout. Potency, µM (titrated, usually from 114 µM), for inactives: at the top dose activity change, negative = substrate turnover. actives 0.01% (n = 390,000); also: potency is read from the fitted curve at half-maximal effect; % is scaled to controls: 0 for no effect and ±100 for the full control effect; nearly all actives have a fitted effect of over 50% in size
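Rat TrxR1, dispensed at 90 nM, was prereduced with 400 uM NADPH (final) for 5 min at ~22 deg C, then incubated with compound 15 min before 400 uM selenite. A first-read NADPH fluorescence drop versus no-compound background flagged substrates.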
mIDH1 inhibitor: human IDH1 R132H inhibition. O75874. IDH1-R132H enzyme, NADPH consumption, diaphorase/resazurin fluorescence. Potency, µM (series often up to 76.6 µM), inactives show at the top dose activity change, negative = inhibition, most hits filed as inhibitors. actives 0.093% (n = 390,000). AID 602179; also: potency is read from the fitted curve at half-maximal effect; % is scaled to controls: 0 for no effect and ±100 for the full control effect; nearly all actives have a fitted effect of over 65% in size
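IDH1-R132H (0.5 ug/mL dispensed) in pH 7.5 Tris buffer was preincubated 30 min with compound, then given a substrate mix of 0.016 mM NADPH and 2 mM alpha-KG for 80 min at room temperature; remaining NADPH was read by diaphorase/resazurin fluorescence.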
Vif-APOBEC3F blk: inhibitors of Vif-A3F interaction; AID 602313; HeLa A3F-eYFP + Vif (tagged APOBEC3F with the HIV-1 protein that degrades it), YFP fluorescence increase; actives 0.2% (n = 390,000); Potency, µM (top dose mostly 46.1 µM), for inactives: at the top dose activity, negative = active; also: potency is read from the fitted curve at half-maximal effect; % of control where 0% means no effect; nearly all actives have a fitted effect of over 65% in size
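HeLa cells stably expressing Vif plus C-terminally eYFP-tagged A3F were seeded, incubated overnight at 37 deg C, dosed with compound, incubated overnight again at 37 deg C. Yellow fluorescence (Ex 488/Em 500-530) reported blocked Vif-mediated A3F-eYFP degradation.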
Glioma ERSR ind: ER stress response induction in glioma. U87-MG GRP78 promoter luciferase reporter, 16 h. actives 0.02% (n = 420,000). AID 602332. Potency, µM, for the others: at the top dose activation, actives largely listed as activators; also: potency is read from the fitted curve at half-maximal effect; series mostly up to about 76 µM; % of control where 0% means no effect; nearly all actives have a fitted effect of over 35% in size
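Stably transfected U87-MG human glioma cells carrying a GRP78-based luminescent sensor were seeded at 1000 cells/well, pin-dosed with compounds and incubated 16 h. Luciferase reagent was then added, and end-point luminescence was read after 10 min at room temperature.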
PI4K2A inh: blocks human PI4K2A kinase activity; Q9BTU6; purified PI4K2A, ADP-Glo luminescence, 1 h; stronger effect = lower value; activity change, negative = inhibition, % at 76.9 µM; actives 0.13% (n = 420,000); AID 1346378; in the data active = activity change below about -50%; inconclusive = mostly about -30% to -49%;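 also: -100% = wells without enzyme as full effect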
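PI4K2A activity was measured by ADP-Glo luminescence: enzyme (4 ug/mL stock) and phosphatidylinositol (1.2 mM stock) in Tris pH 7.5/MgCl2/EGTA/Triton X-100 buffer were reacted with ATP (300 microM stock) for one hour at ambient temperature.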
RXFP1 ag: RXFP1 (human) receptor agonism; Q9HBX9; HEK293T-RXFP1 cAMP TR-FRET, 30 min; response scale: percent of porcine relaxin response, buffer zero; Potency, µM (doses to about 57.5 µM), inactives show at the top dose activation, hits mostly activators; actives 0.3% (n = 370,000); also: potency is read from the fitted curve at half-maximal effect; % is scaled to controls: 0 for no effect and ±100 for the full control effect; nearly all actives have a fitted effect of over 60% in size; many of its hits are not listed in these tables
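HEK293 cells stably expressing RXFP1, treated 30 min at 37C with compounds plus PDE4 inhibitor Ro 20174; cAMP measured by HTRF TR-FRET. Normalized to buffer and 29 nM porcine relaxin; EC50 by Hill fit.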
USP1 inh: USP1/UAF1 (human) deubiquitinase inhibition; recombinant USP1/UAF1, Ub-Rhodamine cleavage fluorescence; AID 743255; actives 0.23% (n = 390,000); Potency, µM (highest dose often 57.1 µM), inactives show at the highest dose activity change, negative = inhibition, actives largely listed as inhibitors; also: potency is read from the fitted curve at half-maximal effect; % is scaled to controls: 0 for no effect and ±100 for the full control effect; nearly all actives have a fitted effect of over 60% in size; inactives centre near -12
Target sequence (O94782 whole entry, looked up): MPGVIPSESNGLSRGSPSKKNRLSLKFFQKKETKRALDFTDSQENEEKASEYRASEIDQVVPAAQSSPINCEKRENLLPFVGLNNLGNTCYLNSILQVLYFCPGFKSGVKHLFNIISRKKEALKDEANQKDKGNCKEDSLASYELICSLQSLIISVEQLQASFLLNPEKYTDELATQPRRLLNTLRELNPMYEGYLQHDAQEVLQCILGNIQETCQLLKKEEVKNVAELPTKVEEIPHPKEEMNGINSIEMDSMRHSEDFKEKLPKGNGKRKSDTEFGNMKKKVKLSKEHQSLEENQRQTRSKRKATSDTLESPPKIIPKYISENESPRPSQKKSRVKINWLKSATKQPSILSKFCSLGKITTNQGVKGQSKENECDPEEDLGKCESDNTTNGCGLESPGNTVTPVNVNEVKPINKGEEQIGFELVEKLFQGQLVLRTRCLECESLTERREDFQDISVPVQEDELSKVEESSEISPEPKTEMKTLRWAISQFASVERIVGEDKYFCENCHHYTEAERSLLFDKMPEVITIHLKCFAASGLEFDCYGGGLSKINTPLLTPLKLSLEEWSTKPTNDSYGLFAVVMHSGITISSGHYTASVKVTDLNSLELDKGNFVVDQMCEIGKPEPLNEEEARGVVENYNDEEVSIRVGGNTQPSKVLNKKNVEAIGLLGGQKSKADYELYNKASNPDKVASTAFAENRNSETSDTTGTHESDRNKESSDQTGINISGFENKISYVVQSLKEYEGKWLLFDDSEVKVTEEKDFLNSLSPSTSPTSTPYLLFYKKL
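1 nM enzyme complex + cpd, 15 min RT; start with Ub-Rho 150nM final; kinetic fluorescence ex 480/em 540, 6 reads q60 s. Buffer 50mM HEPES pH 7.8, 0.5mM EDTA, 0.1 mg/ml BSA, 1mM TCEP, 0.01% Tween-20.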
Vif-APOBEC3G blk: blocks the Vif interaction with human APOBEC3G; HeLa A3G-eYFP + Vif (tagged APOBEC3G with the HIV-1 protein that degrades it), YFP fluorescence, overnight; Potency, µM (top dose mostly 46.1 µM), without a hit: at the top dose activity, negative = active, most hits filed as inhibitors; actives 0.076% (n = 410,000);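 also: potency is read from the fitted curve at half-maximal effect; % is scaled to controls: 0 for no effect and ±100 for the full control effect; nearly all actives have a fitted effect of over 60% in size; hits raise eYFP signal because A3G escapes Vif-driven loss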
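Read-out is eYFP fluorescence (Ex 488/Em 500-530) from Vif-expressing HeLa A3G-eYFP cells; more signal means A3G escaped Vif-mediated degradation. Cells plated overnight, compound pinned in, incubated overnight at 37 deg C.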
Active calls of the source: *; u = inconclusive; x = not tested or not shown; [ ] = dose if it differs, or a comment. Unless noted, calls follow the shape of the dose curve; as a rule, active = well fitted curve in the direction sought with a large enough effect; inconclusive = small, poorly fitted or top-dose-only effect, or another doubt; inactive = no such curve, though single readings can be large; an effect the other way counts as inactive or inconclusive. A portion of the library (hit frequency here may not be typical).

SMILES	LDHA block	TrxR1 substrate	mIDH1 inhibitor	Vif-APOBEC3F blk	Glioma ERSR ind	PI4K2A inh	RXFP1 ag	USP1 inh	Vif-APOBEC3G blk
Cc1cccc(NS(=O)(=O)c2nnc(NC(=O)c3ccc(Cl)cc3)s2)c1	-14	0%	17%	-15%	5%	4	-1.5%	-16%	-3%
Cc1cccc(NC(=O)CNC(=O)CCc2nc3sc4c(c3c(=O)[nH]2)CCCC4)c1C	-2	-8%	5%	-2%	-1%	-14	10%	0%	0%
CSCCC(NC(=O)c1ccccc1)C(=O)N(C)CC(=O)Nc1ccc(N2CCOCC2)cc1 (centres undefined)	0	4%	7%	6%	-4%	-3	1.1%	-14%	0%
COc1cc(OC)c(NS(=O)(=O)c2c(C)nc3sc(C)cn3c2=O)cc1Cl	-7	-10%	26%	-1%	-3%	-1	0.5%	u	0%
CCC1CCCCN1C(=O)c1ccc2nc(Cc3ccc(OC)cc3)oc2c1 (centres undefined)	1	-3%	1%	-4%	8%	-4	-0.4%	-11%	0%
CCOc1cc(N2CCOCC2)c(OCC)cc1NC(=O)CN1C(=O)NC(Cc2ccccc2)C1=O (centres undefined)	7	-2%	2%	-17%	-4%	2	-0.3%	-9%	2%
C=C(C)CSc1nc(N)c2c(C)c(C)sc2n1	-2	6%	10%	-11%	2%	0	1.8%	u	0%
COc1ccccc1CNC(=O)CCc1c(C)c2ccc(OC)c(C)c2oc1=O	-16	21%	0%	-1%	0%	4	0.3%	-20%	1%
CC(C)Cc1nnc(NS(=O)(=O)Cc2ccccc2)s1	-4	6%	1%	-11%	-1%	5	-1.5%	-11%	4%
CC1CN(C(=O)CCC(=O)NCCc2ccccc2)c2ccccc2O1 (centres undefined)	-14	4%[57.1 µM]	6%	5%	0%	2	0.7%	-3%	0%
Fc1cccc(Cl)c1Cn1nnc2c(N3CCC4(CC3)OCCO4)ncnc21	-6	-1%	5%	x	-2%	1	-0.8%	-3%	3%
CN(C)CCN(C(=O)C1CCN(S(=O)(=O)c2cccs2)CC1)c1nc2ccc(F)cc2s1	-4	-4%	9%	7%	4%	1	0.3%	-16%	-3%

Just LDHA block, mIDH1 inhibitor and PI4K2A inh, for 7 of the compounds above:
Molecule | LDHA block | mIDH1 inhibitor | PI4K2A inh
Cc1cccc(NC(=O)CNC(=O)CCc2nc3sc4c(c3c(=O)[nH]2)CCCC4)c1C | -2 | 5% | -14
CSCCC(NC(=O)c1ccccc1)C(=O)N(C)CC(=O)Nc1ccc(N2CCOCC2)cc1 (centres undefined) | 0 | 7% | -3
COc1cc(OC)c(NS(=O)(=O)c2c(C)nc3sc(C)cn3c2=O)cc1Cl | -7 | 26% | -1
CCC1CCCCN1C(=O)c1ccc2nc(Cc3ccc(OC)cc3)oc2c1 (centres undefined) | 1 | 1% | -4
CCOc1cc(N2CCOCC2)c(OCC)cc1NC(=O)CN1C(=O)NC(Cc2ccccc2)C1=O (centres undefined) | 7 | 2% | 2
C=C(C)CSc1nc(N)c2c(C)c(C)sc2n1 | -2 | 10% | 0
COc1ccccc1CNC(=O)CCc1c(C)c2ccc(OC)c(C)c2oc1=O | -16 | 0% | 4

New compounds follow:
SMILES	LDHA block	TrxR1 substrate	mIDH1 inhibitor	Vif-APOBEC3F blk	Glioma ERSR ind	PI4K2A inh	RXFP1 ag	USP1 inh	Vif-APOBEC3G blk
Cc1ccc(-c2nnn(CC(=O)N(CC(=O)NC3CCCC3)c3cccc(F)c3)n2)o1	-10	5%	4%	-3%	-3%	9	2.4%	-20%	2%
CN(C)Cc1c(O)ccc2c(=O)c(-c3ccccc3)c(C(F)(F)F)oc12	-8	-9%	-5%	-5%	-5%	-3	3.1%	-18%	-2%
O=C(C1=C[C@@H](c2ccc(Br)cc2)C[C@@H](OCCCCO)O1)N1CCN(Cc2ccc3c(c2)OCO3)CC1	0	5%	0%	-8%	-4%	-2	0.0%	-30%	5%
COc1ccc(OC)c(N(CC(=O)Nc2ccccc2)S(C)(=O)=O)c1	-2	9%	3%	2%	-1%	0	1.6%	1%	1%
CC(C)(C)N(NC(=O)Nc1ccc(Cl)c(Cl)c1)C(=O)c1ccccc1	-9	2%	0%	-2%	-6%	1	-1.8%	-7%	5%
CN1CCN(CCCNC(=S)Nc2ccc(F)c(Cl)c2)CC1	-3	3%	2%	0%	-4%	1	-0.6%	-23%	2%
COc1ccc(/C=C/C(=O)NNc2c(F)c(F)cc(F)c2F)cc1OC	0	-7%	4%	-10%	-1%	-19	-3.1%	-10%	-5%
CCOC(=O)N1CCN(C(=O)c2ccc3nc4cc(Cl)ccc4c(=O)n3c2)CC1	-6	91%[activator]	-2%	-19%	-7%	1	x	-1%	3%
COC(=O)c1c(C)[nH]c(C(=O)C(C)Sc2nnc(-c3cc(OC)c(OC)c(OC)c3)o2)c1C (centres undefined)	-4	-9%	12%	0%	-6%	7	-0.8%	-10%	0%
CCOC(=O)N1CCN(C(=O)CSc2nc3c(cnn3-c3ccc(Cl)cc3)c(=O)[nH]2)CC1	-1	7%[57.1 µM]	7%	2%	-4%	0	-0.1%	-17%	1%
CC(Oc1ccc(Cl)cc1Cl)c1ccnc2nc(N3CCOCC3)nn12 (centres undefined)	-3	7%	12%	-3%	-2%	-1	0.8%	-27%	0%
C=CCc1c(C)nc(SCC(N)=O)[nH]c1=O	-1	0%	1%	-4%	-2%	0	-0.3%	-4%	1%
CCCSc1nc(=S)n(Cc2ccccc2)c(C)c1C(C)=O	-2	-12%	8%	2%	1%	1	0.6%	-19%	3%
COC(=O)[C@]1(C)N[C@H](CN(C)C(=O)NC(C)C)[C@@H]2C(=O)N(C)C(=O)[C@@H]21	2	-2%	7%	6%	-4%	0	x	-27%	4%
Cc1cc(C)cc(N(CC(=O)NC2CCCC2)C(=O)CCC(=O)Nc2cc(C)on2)c1	-10	9%[57.1 µM]	12%	11%	-2%	-10	0.8%	-23%	1%
O=C(CSc1ccc(F)cc1)NC12CC3CC(CC(C3)C1)C2	-6	-5%	7%	-13%	3%	-3	-0.8%	-15%	2%
CN1C2CCC1CC(NC(=O)c1cc(S(=O)(=O)N(C)C)c(Cl)cc1Cl)C2 (centres undefined)	-1	3%	2%	5%	-5%	1	2.1%	-18%	0%
Cn1cc(/C=C2\SC(=O)N(c3ccccc3)C2=O)c2ccccc21	-7	3%[57.1 µM]	9%	7.9µM*	-1%	-2	2.1%	-3%	-19%
COc1cc(Cn2c3ccc(NC(=O)CC(C)(C)C)cc3c(=O)n2C)ccc1F	-3	x	x	x	2%	2	x	x	-4%
O=C(NCCN1CCCC1)C1CCC(=O)N(CCCN2CCOCC2)C1 (centres undefined)	0	-1%	-12%	4%	-2%	0	-2.0%	-13%	-4%
COCCN(CC1CCCN(C2Cc3ccccc3C2)C1)C(=O)CSC (centres undefined)	-2	-2%	-2%	0%	0%	-1	2.8%	-10%	-1%
Nc1c(C(=O)N/N=C/c2ccc([N+](=O)[O-])cc2)sc2nnc(-c3ccccc3)c(-c3ccccc3)c12	-4	2%	1%	0%	-6%	-3	0.5%	-14%	4%
O=C(Nc1ccc(F)cc1)c1ccc(-n2ccnc2)nc1	-10	4%	0%	-8%	-1%	0	4.5%	-9%	0%
N#CNC(=Nc1cccc(C(F)(F)F)c1)SCc1ccc(C(=O)O)cc1	-6	-4%	-10%	2%	4%	0	-0.3%	-7%	-8%

Another view of some results above:
The line under a structure holds: LDHA block, TrxR1 substrate, mIDH1 inhibitor, Vif-APOBEC3F blk, Glioma ERSR ind, PI4K2A inh, RXFP1 ag, USP1 inh, Vif-APOBEC3G blk
> O=C(NCCN1CCCC1)C1CCC(=O)N(CCCN2CCOCC2)C1 (centres undefined)
  0, -1%, -12%, 4%, -2%, 0, -2.0%, -13%, -4%
> Nc1c(C(=O)N/N=C/c2ccc([N+](=O)[O-])cc2)sc2nnc(-c3ccccc3)c(-c3ccccc3)c12
  -4, 2%, 1%, 0%, -6%, -3, 0.5%, -14%, 4%

Filtered by structure: those above with a CF3 group.
SMILES	LDHA block	TrxR1 substrate	mIDH1 inhibitor	Vif-APOBEC3F blk	Glioma ERSR ind	PI4K2A inh	RXFP1 ag	USP1 inh	Vif-APOBEC3G blk
CN(C)Cc1c(O)ccc2c(=O)c(-c3ccccc3)c(C(F)(F)F)oc12	-8	-9%	-5%	-5%	-5%	-3	3.1%	-18%	-2%
N#CNC(=Nc1cccc(C(F)(F)F)c1)SCc1ccc(C(=O)O)cc1	-6	-4%	-10%	2%	4%	0	-0.3%	-7%	-8%
